LMP1 NFkB inh: EBV LMP1-driven NF-kappaB luciferase reporter inhibitors, primary screen, cell-based, luminescence, single point | actives 0.69% (n = 350,000) | AID 504558, 2011 | inhibition, % at 12.5 µM | LMP1-induced NF-kappaB luciferase reporter cells; in the data active = inhibition above about 41%;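 note: 0% = neutral control wells and 100% = reference inhibitor control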
NOD2-RIPK2 inh: NOD2-RIPK2 binding disruptors in cells, primary screen, fluorescence, CHO cells, BLA complementation | actives 0.38% (n = 360,000) | Receptor-interacting serine/threonine-protein kinase 2 (Homo sapiens), O43353 | inhibition, % at 4.98 µM | CCF4 ratio; in the data active = inhibition above about 21%;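 note: 0% = vehicle only and 100% = reference blocker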
TRAIL sens C8: viability loss with TRAIL in NB7+C8 cells, primary screen, TRAIL sensitizer project, cell-based, ATPlite luminescence | inhibition (viability loss, TRAIL sensitization), % at 10 µM | actives 1% (n = 360,000) | AID 624354, 2012;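 active = compounds causing at least 50% loss of cell viability in the single-dose screen, relative to plate controls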
TWEAK-Fn14 inh: inhibitors of TWEAK-Fn14 signaling, primary screen, luciferase reporter cells, uHTS | TWEAK-stimulated Fn14 reporter cells, luciferase luminescence, 8 h | inhibition, % at 10 µM | actives 2% (n = 360,000) | AID 1159606, 2016; in the data active = inhibition above about 50%
SRC1 inh: SRC1 coactivator transcriptional activity inhibitors, primary screen, cell-based, luminescence. Nuclear receptor coactivator 1 (Homo sapiens), Q15788. HEK293 GAL4-SRC1 luciferase reporter. inhibition, % at 3.6 µM. actives 0.12% (n = 360,000);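 active = inhibition above the campaign mean plus 3 SD, with each screening campaign given its own cutoff, cut at about 60% in these data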;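 note: 0% = DMSO treated cells and 100% = gossypol at 36 µM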
NR5A2 inv ag: LRH-1 (NR5A2) inverse agonists, primary screen, cell-based, luminescence, HEK293T, StAR-luciferase reporter; actives 0.13% (n = 360,000); inhibition, % at 3.6 µM; LRH-1 transfected, 24 h; Nuclear receptor subfamily 5 group A member 2 (Homo sapiens), O00482;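 active = inhibition above the mean inhibition of all tested compounds plus 3 SD, cut at about 73% in these data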;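 note: 0% = DMSO wells and 100% = reporter-only cells lacking LRH-1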
TROY signal inh: inhibitors of TROY-driven NF-kB signaling, primary screen, Q293 LMP1-TROYcd cells, NF-kB luciferase, uHTS; Q293 LMP1-TROYcd NF-kB luciferase reporter, 4 h; inhibition, % at 10 µM; actives 0.98% (n = 360,000);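 active = compounds whose plate-normalised and pattern-corrected inhibition of the luciferase reporter signal at the single screening dose is 50% or more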
NCOA2 inhibitor: inhibition of GAL4-SRC2 driven luciferase reporter, primary screen, SRC2 inhibitor project, cell-based, luminescence. Nuclear receptor coactivator 2 (Homo sapiens), Q15596. HEK293 GAL4-SRC2 luciferase reporter. inhibition, % at 9 µM. actives 0.17% (n = 370,000);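 active = inhibition above the mean inhibition of all tested compounds plus 3 SD, set per campaign, cut at about 52% in these data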;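 note: 0% = DMSO treated cells and 100% = cells given Gossypol at 36 µM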
COUP-TFII inh: NR2F2 transcriptional activity inhibitors, primary screen, cell-based, luciferase reporter, HEK293T, luminescence. HEK293T NGFI-A luciferase reporter. inhibition, % at 8.6 µM. actives 0.7% (n = 370,000);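 active = inhibition above a per-plate cutoff, mean inhibition of test wells between control levels plus 3 SD, cut at about 38% in these data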;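 note: cells cotransfected with COUP-TFII expression vector driving the NGFI-A reporter; 0% = median of COUP-TF2 test wells and 100% = reporter-only cells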
TLR9-MyD88 block: inhibitors of TLR9-MyD88 association in cells, primary screen, cell-based, CHO, BLA complementation, fluorescence; Toll-like receptor 9 (Homo sapiens) + Myeloid differentiation primary response protein …; CCF4 FRET ratio; inhibition, % at 4.98 µM; actives 0.21% (n = 340,000); AID 504734, 2011;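 active = inhibition above the mean over all tested compounds plus 3 SD, cut at about 21% in these data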;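 note: 0% = DMSO only wells and 100% = clavulanate BLA inhibitor control wells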
Target sequence (Q99836 whole entry, looked up): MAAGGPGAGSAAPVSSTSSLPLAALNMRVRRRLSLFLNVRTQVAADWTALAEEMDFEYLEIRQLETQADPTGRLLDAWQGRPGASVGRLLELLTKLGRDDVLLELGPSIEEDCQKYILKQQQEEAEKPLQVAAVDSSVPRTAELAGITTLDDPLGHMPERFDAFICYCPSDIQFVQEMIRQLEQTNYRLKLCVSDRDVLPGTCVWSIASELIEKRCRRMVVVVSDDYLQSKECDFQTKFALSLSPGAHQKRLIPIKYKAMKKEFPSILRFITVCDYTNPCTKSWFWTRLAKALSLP
Target sequence (Q9NR96 whole entry, looked up): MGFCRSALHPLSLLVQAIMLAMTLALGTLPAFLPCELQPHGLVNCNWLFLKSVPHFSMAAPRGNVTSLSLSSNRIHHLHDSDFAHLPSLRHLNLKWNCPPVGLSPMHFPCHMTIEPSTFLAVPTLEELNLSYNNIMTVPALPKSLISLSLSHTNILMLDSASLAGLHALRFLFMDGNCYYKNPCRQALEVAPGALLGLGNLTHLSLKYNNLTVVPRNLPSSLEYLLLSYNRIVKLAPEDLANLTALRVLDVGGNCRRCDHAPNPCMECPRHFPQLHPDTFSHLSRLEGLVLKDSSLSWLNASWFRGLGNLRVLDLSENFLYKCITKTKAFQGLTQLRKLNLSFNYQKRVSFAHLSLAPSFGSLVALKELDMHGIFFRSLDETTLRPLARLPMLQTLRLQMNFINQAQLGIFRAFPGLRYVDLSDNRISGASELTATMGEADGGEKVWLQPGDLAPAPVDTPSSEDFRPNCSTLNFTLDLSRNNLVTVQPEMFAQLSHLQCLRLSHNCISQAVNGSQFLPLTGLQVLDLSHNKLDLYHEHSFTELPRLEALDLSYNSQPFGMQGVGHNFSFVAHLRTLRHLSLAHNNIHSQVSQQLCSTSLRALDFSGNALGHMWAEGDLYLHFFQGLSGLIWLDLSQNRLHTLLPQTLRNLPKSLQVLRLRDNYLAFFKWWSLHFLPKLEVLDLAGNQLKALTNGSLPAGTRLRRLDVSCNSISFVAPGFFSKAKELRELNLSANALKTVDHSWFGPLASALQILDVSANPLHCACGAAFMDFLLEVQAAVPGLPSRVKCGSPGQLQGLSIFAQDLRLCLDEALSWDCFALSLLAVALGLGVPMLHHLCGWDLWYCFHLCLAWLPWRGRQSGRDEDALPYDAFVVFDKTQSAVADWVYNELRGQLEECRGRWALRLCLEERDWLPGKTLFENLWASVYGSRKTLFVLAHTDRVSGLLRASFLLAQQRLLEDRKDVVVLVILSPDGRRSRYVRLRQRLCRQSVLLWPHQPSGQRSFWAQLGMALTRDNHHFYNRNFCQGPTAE
SRC3 inh: SRC3 coactivator transcriptional activity inhibitors, primary screen, cell-based, luminescence; HEK293 GAL4-SRC3 luciferase reporter; AID 588352, 2011; Nuclear receptor coactivator 3 (Homo sapiens), Q9Y6Q9; inhibition, % at 3.6 µM; actives 0.17% (n = 360,000);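 active = inhibition above a per-campaign cutoff, the mean of all compounds plus 3 SD, cut at about 60% in these data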;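 note: 0% = DMSO-treated cells and 100% = gossypol-treated cells at 36 µM; higher means less SRC3-driven luciferase light from the GAL4 reporter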
* = called active by the depositor; / = not tested or not shown. Some of the compounds tested (hit frequency here may not be typical).

SMILES	LMP1 NFkB inh	NOD2-RIPK2 inh	TRAIL sens C8	TWEAK-Fn14 inh	SRC1 inh	NR5A2 inv ag	TROY signal inh	NCOA2 inhibitor	COUP-TFII inh	TLR9-MyD88 block	SRC3 inh
COCCN(C(=O)CCC(=O)Nc1cc(C)on1)C(C(=O)NC1CCCC1)c1ccc(C(C)C)cc1 (stereo unspecified)	6	-2	3	6	10	9	2	-39	-14	-8	7
Cc1nnc(SCc2ccccc2)n1N	0	6	-15	-10	3	-10	9	-14	0	-8	9
COc1ccc(NC(=O)CCCCCn2nnc3ccccc3c2=O)cc1OC	-14	-11	-17	-6	-14	11	-4	6	-9	-3	-1
COCCNC(=S)Nc1cc(OC)c(OC)cc1C#N	1	-9	-6	10	10	19	-26	-9	-8	3	-5
Cc1cc2c(Nc3ccccc3O)ncnc2s1	-3	10	5	4	20	8	-17	15	-28	-4	-5
CN(C)/C=N/c1cc(=O)n(C)c(=O)n1Cc1ccccc1	3	-13	-10	-3	-11	5	5	-22	-43	-3	-24
C[C@@H]1Cc2[nH][nH]c(=O)c2[C@H](c2ccc(Cl)cc2)O1	/	-4	-11	-16	/	-25	-10	9	1	/	/
COc1ccc(S(=O)(=O)Cc2ccc(C(=O)NCc3ccc(C)cc3)o2)cc1	10	-3	4	-14	-3	9	-11	10	4	5	-1
Cc1c(C(=O)N2CCN(c3ccc([N+](=O)[O-])cc3)CC2)oc2ccccc12	1	-4	3	-5	-3	5	21	-23	2	-5	22
O=S(=O)(N1CCCCC1)N1CCN(c2ccc(F)cc2)CC1	-21	4	-5	3	-1	1	-8	-5	6	5	-4
CCOC(=O)C1CCCN(Cc2cc(Br)ccc2OC)C1 (stereo unspecified)	0	1	-15	-13	-11	-20	4	-28	4	-7	11
O=C(Nc1nnc([C@@H]2C[C@H](O)[C@@H](CO)O2)s1)NC1CCCCC1	/	-3	-11	-10	0	15	-8	-37	-6	/	-2
CCCCC(CC)CNC(=O)CCCCn1c(=O)[nH]c2ccsc2c1=O (stereo unspecified)	-9	-5	11	-29	9	4	11	-4	8	1	-13
COc1ccccc1NC(=O)COC(=O)c1cnc(C)cn1	2	-7	0	-1	-18	3	1	6	-1	11	2
Cc1[nH]c2ccccc2c1/C=N/Nc1nc2ccccc2[nH]1	-26	-16	14	95*	-24	-8	57*	-38	0	/	-22
Cc1ccc(-c2nc(N)sc2CC(=O)OCC(=O)NCCC(C)C)cc1	8	0	-12	11	12	-9	-30	-22	14	3	-1
COc1cc(C(=O)O/N=C2/C=CC(=O)C(C)=C2C)cc(OC)c1OC	-3	-2	-1	23	-1	-4	-1	-14	6	1	-3
Cc1ccc(OCC(=O)c2cc(C)n(-c3cc(C)on3)c2C)c([N+](=O)[O-])n1	15	-3	-10	10	3	-2	-19	-14	9	1	7
O=c1[nH]c(NCCO)nnc1Cc1ccc(Cl)cc1	7	-1	22	6	0	-9	17	-21	-8	2	11
Cc1cc(C(=O)Nc2ccc(Cl)c(S(=O)(=O)N3CCOCC3)c2)c2ccccc2n1	0	1	-19	-10	-14	19	1	8	-7	-1	-12
CCS(=O)(=O)N1Cc2ccccc2CC1C(=O)Nc1ccc(OC)c(OC)c1 (stereo unspecified)	5	1	22	-11	4	-3	20	-1	5	-6	-18
O=P(O)(O)C(O)C(F)(F)C(F)(F)C(F)(F)C(F)F (stereo unspecified)	2	-8	-1	6	-10	12	3	4	14	2	15
Cc1ccccc1C(=O)NC1CCN(CC(=O)N2CCCCC2C)CC1 (stereo unspecified)	-4	-8	5	11	-13	3	-6	-2	-20	11	7
Cc1cc(NS(=O)(=O)c2ccc(NC(=O)c3ccc(F)cc3)cc2)nc(C)n1	0	1	-4	6	8	-1	7	8	-4	-7	6
O=C1CCC(C(=O)OC(C(=O)Nc2cc(Cl)cc(Cl)c2)c2ccccc2)=NN1 (stereo unspecified)	9	11	13	3	1	20	1	11	2	-5	12

(listing goes on)
SMILES	LMP1 NFkB inh	NOD2-RIPK2 inh	TRAIL sens C8	TWEAK-Fn14 inh	SRC1 inh	NR5A2 inv ag	TROY signal inh	NCOA2 inhibitor	COUP-TFII inh	TLR9-MyD88 block	SRC3 inh
Cn1nnnc1SCC(=O)NC(=O)c1cccc([N+](=O)[O-])c1	2	-5	12	2	14	9	16	-9	0	3	18
Cc1cc(=O)oc2cc(OCC(=O)OCC(=O)NCc3ccc4c(c3)OCO4)ccc12	6	-14	4	-2	4	13	3	2	3	-4	-5
O=C(Nc1ccc(N2CCOCC2)c(Cl)c1)c1ncn[nH]1	1	-5	13	21	-46	-43	-23	2	-10	-2	-12
Cc1cccc(OCC(=O)Nc2ccc(C(=O)c3ccc(C(=O)O)cc3)cc2)c1	1	-11	6	11	-3	-7	30	-4	-15	4	1
CCc1ccccc1NC(=O)CN(C)C(=O)COC(=O)c1ccco1	-3	-3	-11	-3	-4	-2	-16	-8	-5	-7	-21
CC(C)(C)NC(=O)CSc1nncn1NCc1c(Cl)cccc1Cl	2	-5	2	-5	-3	4	13	9	2	3	-16
Cc1ccc(NC(=O)Cc2ccccc2)cc1S(=O)(=O)N1CCOCC1	-3	-3	-2	5	-4	-6	-1	4	-11	-3	-12
CCC(=O)c1c[nH]c(C(=O)NCc2ccccc2OC)c1	-3	2	3	-2	-2	7	-14	-45	-19	-3	7
O=c1c2c(nc3nc(NCc4cccc5ccccc45)[nH]n13)CCC2	1	-19	0	-5	-22	11	-5	-6	-1	-3	13
Nc1cccc(O)c1	-6	5	-11	-10	-5	-1	-8	-7	-6	-7	12
CCCc1nc2scc(-c3ccc(C)cc3)c2c(=O)n1N	-8	-15	-14	17	4	-19	-4	-21	7	-3	13
Cc1ccc(-n2c(SCC(=O)Nc3ccc(C(=O)O)cc3)nnc2-c2ccncc2)cc1	0	-7	-4	-2	-5	-8	15	-6	7	2	11
COCc1nc(-c2ccc(-c3ccc(C)cc3)nc2OC)no1	-4	-8	21	-2	-53	-70	-51	-73	-21	-4	-47
Cc1nc2ccccc2cc1C(=O)NCc1ccco1	-1	-4	-3	-5	-10	11	-8	-11	9	7	6
C=CCSc1nnc(Cc2cc(=O)[nH]c(=O)[nH]2)n1-c1cc(C)ccc1C	6	4	-7	-9	7	-9	-8	2	4	-5	12
CCc1cc(C(=O)Nc2ccc(C)cc2Br)cs1	-8	-10	16	12	-103	-101	-63	-51	-39	-4	-97
O=C1CCN(CCc2ccccc2)CCN1[C@H](COc1ccccc1)c1ccccc1	-3	9	-14	-1	-2	9	17	6	12	8	3
CCOC(=O)C1(Cc2cccc(Cl)c2)CCCN(CCO)C1 (stereo unspecified)	10	2	3	5	-10	-6	13	1	-4	-4	5
CCc1ccccc1NC(=O)CCC(=O)OCC(=O)c1ccc(-c2ccccc2)cc1	-4	-3	-3	5	-32	0	-14	10	5	-4	1
S=C(NCc1cccc(Cl)c1)NC1CCCCC1	7	-8	-8	5	-1	18	-13	-3	2	2	8
Cc1nnc(SCC(=O)N(C)CC(=O)Nc2ccccc2Cl)s1	-6	2	11	-9	-10	6	-22	7	-9	-5	1
CC(C)N(C(=O)c1ccccc1-c1ccccc1)C(C)C	1	0	10	1	8	4	-22	12	23	4	26
O=C(NC1CCCCCCC1)c1cc(F)c(F)cc1Cl	-17	-6	5	-30	-37	-77	-42	-33	-23	2	-48
COc1cccc(-n2c(Cc3cc(=O)[nH]c(=O)[nH]3)nnc2SCc2cccnc2)c1	-4	8	-13	-8	11	-5	4	0	-8	-6	12
CCOC(=O)c1ccccc1NC(=O)Cc1ccccc1OC	3	-3	8	16	-11	5	-4	15	16	8	-15

Additional results:
SMILES	LMP1 NFkB inh	NOD2-RIPK2 inh	TRAIL sens C8	TWEAK-Fn14 inh	SRC1 inh	NR5A2 inv ag	TROY signal inh	NCOA2 inhibitor	COUP-TFII inh	TLR9-MyD88 block	SRC3 inh
O=C(NCc1ccco1)c1cc2nc(C3CC3)cc(C(F)(F)F)n2n1	1	1	6	6	-24	-5	3	6	2	-1	-10
COc1ccc([C@@]2(C(C)C)ON(c3ccccc3C(F)(F)F)C2=O)cc1	4	-2	10	9	9	1	-19	1	6	-3	9
CC(=O)OC(C(=O)NCc1ccco1)c1ccncc1 (stereo unspecified)	-5	1	-6	3	3	-7	5	8	1	-9	-6
Fc1cccc(Cc2noc(CN3CCN(c4cnccn4)CC3)n2)c1	4	4	-4	13	14	-21	0	-5	-11	4	22
COc1cc(C(C)=O)ccc1COc1ccc(C(=O)O)cc1OC	-7	-4	5	-13	-14	14	-1	1	8	-6	20
COc1ccc(N(C)S(=O)(=O)c2cccc(C(=O)OCC(=O)N3CC(C)CC(C)C3)c2)cc1 (stereo unspecified)	10	-7	8	10	-3	-1	21	13	17	-6	-4
Cn1c(SCc2n[nH]c(=S)o2)nnc1-c1ccccc1	-5	-4	12	0	-10	-7	20	-4	6	-2	5
Cc1cc(C)c2c(N)c(C(=O)C(C)(C)C)sc2n1	-10	-5	-2	0	-6	6	-13	15	13	-5	6
CCC(NC(=O)c1cc(COc2ccc(F)cc2Cl)on1)c1ccncc1 (stereo unspecified)	9	-2	-9	-10	0	23	-29	19	11	6	12
CCOc1ccc(NS(=O)(=O)c2ccc(NS(=O)(=O)c3ccccc3)cc2)cc1	-19	1	5	16	-5	28	3	5	17	-3	14
CCOC(=O)C1=C(CSc2nc(CC)c(C)cc2C#N)OC(N)=C(C#N)C1c1ccccc1 (stereo unspecified)	5	0	-15	0	-7	-19	-19	18	-2	-3	-13
CCOC(=O)CSc1nc2sc(C)c(C)c2c(=O)[nH]1	1	-3	-3	3	10	-13	4	0	5	-9	-1
Cc1ccc(C)c(-c2nnc(NC(=O)c3ccco3)o2)c1	-4	2	25	-4	-4	-21	-13	-31	-3	1	-6
O=C(NC1CCCc2ccccc21)N[C@@H](Cc1ccccc1)C(=O)O (stereo partly specified)	1	-7	-27	9	9	15	5	6	-1	10	-11
O=C(NCC(c1ccc(F)cc1)N1CCOCC1)c1cccnc1Sc1ccc(Cl)cc1 (stereo unspecified)	11	0	4	0	0	3	24	32	10	2	19
Cc1ccc(-n2nc3c(=O)n(CC(=O)NC4CCCCCC4)nc(C)c3c2C)cc1	4	-11	-10	6	-21	-4	-5	-4	10	10	-14
Cc1ccc(S(=O)(=O)N2CCCN(S(=O)(=O)C3CCS(=O)(=O)C3)CC2)cc1 (stereo unspecified)	-3	-3	1	-19	-55	-2	2	-20	-1	6	7
O=[N+]([O-])c1ccc(Cc2ccc([N+](=O)[O-])cc2)cc1	0	-17	7	-2	0	24	-9	-10	0	6	-10
COc1cccc(N=CNc2cccc(OC)c2)c1	-26	1	9	6	-27	-54	-41	-28	-6	-8	-63
